Screens from PubChem BioAssay.
PI4K2A inh: qHTS for small molecular inhibitors of PI4K2A | Phosphatidylinositol 4-kinase type 2-alpha (Homo sapiens), Q9BTU6 | purified PI4K2A, ADP-Glo luminescence, 1 h; active compounds read low | activity change, negative = inhibition, % at 76.9 µM | hit rate 0.13% among 420,000 | AID 1346378, 2018; in the data active = activity change below about -50%; inconclusive = mostly about -30% to -49%;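 also: -100% = wells without enzyme as full effect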
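Compounds are screened against recombinant PI4K2A using PI as substrate and ATP, the latter dispensed at 300 microM. Reactions run one hour at ambient temperature before ADP-Glo detection; full inhibition defined by wells lacking enzyme.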
USP1 inh: Inhibitors of USP1/UAF1: Primary Screen | recombinant USP1/UAF1, Ub-Rhodamine cleavage fluorescence | Ubiquitin carboxyl-terminal hydrolase 1 (Homo sapiens), O94782 | hit rate 0.23% among 390,000 | Potency, µM (titrated, usually from 57.1 µM), for the others: at the highest dose activity change, negative = inhibition, actives largely listed as inhibitors; also: potency is read from the fitted curve at half-maximal effect; % is scaled to controls: 0 for no effect and ±100 for the full control effect; nearly all actives have a fitted effect of over 60% in size; inactives centre near -12
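1 nM enzyme complex + cpd, 15 min RT; start with Ub-Rho 150nM final; kinetic fluorescence ex 480/em 540, 6 reads q60 s. Buffer 50mM HEPES pH 7.8, 0.5mM EDTA, 0.1 mg/ml BSA, 1mM TCEP, 0.01% Tween-20.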
LDHA block: qHTS assay for inhibitors of human lactate dehydrogenase; AID 1347041, 2019; purified LDHA, NADH/diaphorase-resazurin fluorescence; active compounds read low; activity change, % (values are at about 110 or 230 µM); L-lactate dehydrogenase A chain (Homo sapiens), P00338; hit rate 0.15% among 480,000; in the data active = activity change below about -30%; inconclusive = mostly about -25% to -30%;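 also: plate controls were DMSO wells for no effect and wells without enzyme for full effect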
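LDH5 2 nM; NADH 0.06 mM, pyruvate 0.2 mM; 200 mM Tris pH 7.4, EDTA, Tween-20; 5 min RT. Detection: diaphorase 0.133 mg/mL + resazurin 37 µM, fluorescence ex540/em590 at 0 and 20 min; normalized to enzyme-free and DMSO wells.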
IDH1 R132H inh: qHTS for Inhibitors of mutant isocitrate dehydrogenase 1 (IDH1): qHTS. IDH1-R132H enzyme, NADPH consumption, diaphorase/resazurin fluorescence. hit rate 0.093% among 390,000. AID 602179, 2012. Isocitrate dehydrogenase [NADP] cytoplasmic (Homo sapiens), O75874. Potency, µM (doses to about 76.6 µM), inactives show at the highest dose activity change, negative = inhibition, most hits filed as inhibitors; also: potency is read from the fitted curve at half-maximal effect; % is scaled to controls: 0 for no effect and ±100 for the full control effect; nearly all actives have a fitted effect of over 65% in size
Target sequence (O75874 whole entry R132H, stated change not applied): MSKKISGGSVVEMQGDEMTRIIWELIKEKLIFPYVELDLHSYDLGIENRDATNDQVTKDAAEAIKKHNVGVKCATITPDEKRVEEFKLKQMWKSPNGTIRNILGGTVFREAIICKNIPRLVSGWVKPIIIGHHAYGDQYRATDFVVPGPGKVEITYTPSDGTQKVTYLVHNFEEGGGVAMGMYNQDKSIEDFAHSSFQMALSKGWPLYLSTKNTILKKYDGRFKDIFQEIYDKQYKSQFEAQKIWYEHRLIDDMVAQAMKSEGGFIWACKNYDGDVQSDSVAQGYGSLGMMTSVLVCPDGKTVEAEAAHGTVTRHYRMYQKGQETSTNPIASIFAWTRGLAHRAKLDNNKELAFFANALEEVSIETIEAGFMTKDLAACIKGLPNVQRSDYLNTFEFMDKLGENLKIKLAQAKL
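IDH1-R132H (0.5 ug/mL) preincubated 30 min with compound, then NADPH (0.016 mM) and alpha-KG (2 mM) added; 80 min at RT, pH 7.5. Remaining NADPH coupled via diaphorase/resazurin to fluorescence (540/590 nm); concentration-response curves normalized to no-enzyme control.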
Glioma ERSR ind: qHTS for Inducers of the Endoplasmic Reticulum Stress Response (ERSR) in Human Glioma: qHTS; U87-MG GRP78 promoter luciferase reporter, 16 h; hit rate 0.02% among 420,000; Potency, µM, without a hit: at the highest dose activation, usual class: activators; also: potency is read from the fitted curve at half-maximal effect; series mostly up to about 76 µM; % of control where 0% means no effect; nearly all actives have a fitted effect of over 35% in size
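ERSR induction read as luciferase luminescence (Bright-Glo, 10 min at room temperature) in stably transfected human U87-MG glioma cells exposed to compounds for 16 h, using GRP78 as sensor.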
Vif-APOBEC3G blk: qHTS for Inhibitors of Vif-A3G Interactions: qHTS | DNA dC->dU-editing enzyme APOBEC-3G (Homo sapiens), Q9HC16 | HeLa A3G-eYFP + Vif (tagged APOBEC3G with the HIV-1 protein that degrades it), YFP fluorescence, overnight | Potency, µM (highest dose often 46.1 µM), inactives show top-dose activity, negative = active, usual class: inhibitors | hit rate 0.076% among 410,000 | AID 602310, 2012;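 also: potency is read from the fitted curve at half-maximal effect; % is scaled to controls: 0 for no effect and ±100 for the full control effect; nearly all actives have a fitted effect of over 60% in size; hits raise eYFP signal because A3G escapes Vif-driven loss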
Target sequence (Q9HC16 whole entry, looked up): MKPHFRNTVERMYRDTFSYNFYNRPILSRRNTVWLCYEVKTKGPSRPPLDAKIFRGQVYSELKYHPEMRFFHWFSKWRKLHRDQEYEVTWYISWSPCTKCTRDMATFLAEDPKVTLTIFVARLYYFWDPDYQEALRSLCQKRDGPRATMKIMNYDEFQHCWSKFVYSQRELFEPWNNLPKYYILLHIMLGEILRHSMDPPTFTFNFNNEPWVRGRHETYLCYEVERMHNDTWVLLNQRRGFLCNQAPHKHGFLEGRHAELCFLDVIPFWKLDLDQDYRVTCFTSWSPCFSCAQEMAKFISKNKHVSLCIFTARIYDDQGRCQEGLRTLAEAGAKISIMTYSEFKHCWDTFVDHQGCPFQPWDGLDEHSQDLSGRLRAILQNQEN
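HeLa cells stably expressing Vif and C-terminally eYFP-tagged A3G, seeded overnight at 37 deg C, then exposed to compound by pintool overnight at 37 deg C. Rise in yellow fluorescence (Ex 488/Em 500-530, Acumen) marks blocked Vif-driven A3G degradation.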
TrxR1 substrate: qHTS Assay for Substrates of Mammalian Selenoprotein Thioredoxin Reductase 1 (TrxR1): qHTS. hit rate 0.01% among 390,000. Thioredoxin reductase 1, cytoplasmic (Rattus norvegicus), O89049. purified TrxR1 substrate turnover, NADPH consumption readout. AID 588456, 2011. Potency, µM (highest dose often 114 µM), without a hit: top-dose activity change, negative = substrate turnover; also: potency is read from the fitted curve at half-maximal effect; % is scaled to controls: 0 for no effect and ±100 for the full control effect; nearly all actives have a fitted effect of over 50% in size
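Rat TrxR1, dispensed at 90 nM, was prereduced with 400 uM NADPH (final) for 5 min at ~22 deg C, then incubated with compound 15 min before 400 uM selenite. A first-read NADPH fluorescence drop versus no-compound background flagged substrates.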
RXFP1 agonist: qHTS Assay for Agonists of the Relaxin Receptor RXFP1; Relaxin receptor 1 (Homo sapiens), Q9HBX9; HEK293T-RXFP1 cAMP TR-FRET, 30 min; response scale: percent of porcine relaxin response, buffer zero; Potency, µM (titrated, usually from 57.5 µM), for inactives: top-dose activation, hits mostly activators; hit rate 0.3% among 370,000; AID 2676, 2010; also: potency is read from the fitted curve at half-maximal effect; % is scaled to controls: 0 for no effect and ±100 for the full control effect; nearly all actives have a fitted effect of over 60% in size; many of its hits are not listed in these tables
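HEK293T cells stably expressing RXFP1 were pretreated with the PDE4 inhibitor Ro 20174, exposed to compounds for 30 min at 37C, lysed, and cAMP was read by TR-FRET. Data normalized to buffer (basal) and 29 nM porcine relaxin (100%).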
Vif-APOBEC3F blk: qHTS for Inhibitors of Vif-A3F Interactions: qHTS; hit rate 0.2% among 390,000; Potency, µM (highest dose often 46.1 µM), inactives show at the top dose activity, negative = active; HeLa A3F-eYFP + Vif (tagged APOBEC3F with the HIV-1 protein that degrades it), YFP fluorescence increase; also: potency is read from the fitted curve at half-maximal effect; % of control where 0% means no effect; nearly all actives have a fitted effect of over 65% in size
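HeLa cells stably expressing Vif plus C-terminally eYFP-tagged A3F were seeded, incubated overnight at 37 deg C, dosed with compound, incubated overnight again at 37 deg C. Yellow fluorescence (Ex 488/Em 500-530) reported blocked Vif-mediated A3F-eYFP degradation.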
Numbers without * were called inactive; ? = inconclusive; . = not tested or not shown; & = joins results of further samples; [ ] = another dose, or the depositor's remark. Unless noted, calls follow the shape of the dose curve; as a rule, active = well fitted curve in the direction sought with a large enough effect; inconclusive = small, poorly fitted or top-dose-only effect, or another doubt; inactive = no such curve, though single readings can be large; an effect the other way counts as inactive or inconclusive.

SMILES | PI4K2A inh | USP1 inh | LDHA block | IDH1 R132H inh | Glioma ERSR ind | Vif-APOBEC3G blk | TrxR1 substrate | RXFP1 agonist | Vif-APOBEC3F blk
COc1ccc(CN2CCCC(C(=O)Nc3cccc(-n4cccn4)c3)C2)cc1 (configuration not stated) | -13 | -11% | -3 | -3% | -4% | -1% | 3% | 1.3% | 6%
COc1ccc(CCNc2ncnc3nc[nH]c23)cc1OC | -1 | -22% | -2 | 15% | 11% | 0% | 10% | 2.1% | 5%
CCCCCCCc1c(O)nc(SCCN2CCOCC2)[nH]c1=O | 0 | -10% | -16 | 13% | -2% | 2% | -5% | 1.2% | 3%
CC1CCN(c2ccc3nnc(CCC(=O)N4CCN(c5ccc(F)cc5)CC4)n3n2)CC1 | -1 | -12% | 1 | 1% | -7% | 2% | 1% | 5.1% | -5%
O=C(CSc1nc2c(cnn2-c2ccc(F)cc2)c(=O)[nH]1)N1CCOCC1 | 2 | -5% | -5 | 6% | 0% | -5% | 0% | -0.2% | -2%
N/C(=N\O)c1cn(Cc2ccccc2Cl)c2ccccc12 | 8 | -15% | -1 | 4% | -1% | 1% | 4%[57.1 µM] | 2.4% | -13%
O=S(=O)(c1ccccc1)N1CCN(Cc2cc3c(cc2Br)OCCO3)CC1 | -3 | -25% | -1 | 2% | -5% | 0% | -7% | 1.5% | -11%
COCCCNC(=O)CCCCCNS(=O)(=O)c1ccc(Br)cc1 | 5 | -19% | -2 | 8% | 1% | 0% | 1% | -0.3% | 7%
O=C(OCCN=C1NS(=O)(=O)c2ccccc21)c1cccnc1 | 3 | -19% | -7 | -1% | -4% | 0% | -3% | 3.5% | 8%
O=Cc1c[nH]c2ccc(OCc3ccccc3)cc12 | 5 | -10% | -14 | -4% | 3% | -1% | -8% | 3.1% | -22%
COc1cc(CNC(=O)Nc2nc(C(N)Cc3ccc(Cl)cc3)cs2)cc(OC)c1OC (configuration not stated) | -1 | . | -11 | . | ? | -11% | . | . | .
O=C(NCCN1CCNCC1)c1ccccn1 | 3 | -16% | -1 | 5% | -5% | -3% | 8%[57.1 µM] | 0.2% | -1%
Cc1ccc(OCC(=O)Nc2ccc3nc(SCC(=O)Nc4ccc(C)cc4C)sc3c2)cc1 | 2 | ? | -8 | -6% | -1% | 1% | 0% | 4.1% | -1%
CCC(C(=O)Nc1ccccc1OC)n1nc(C)c2sc3ccccc3c2c1=O (configuration not stated) | -3 | -14% | 0 | 7% | -3% | 3% | 7% | ? | -4%
CCOCCCNc1ccc(N2C(=O)CCCC2=O)cc1[N+](=O)[O-] | 3 | -7% | 0 | -11% | -12% | -1% | -12% | -0.1% | -4%
COc1ccccc1CN(C)C(=O)CN1CCN(S(=O)(=O)c2ccc3c(c2)OCCCO3)CC1 | 12 | -11% | -1 | 1% | -5% | -3% | 1% | 1.0% | -9%
Cc1ccc(-n2nnc(-c3cc4ccccc4n3C)n2)cc1 | -5 | 23% | 2 | -14% | 2% | 1% | 0% | -0.6% | 2%
COCCN(C(=O)CSc1nn(-c2ccc(F)cc2)c(=S)s1)c1c(N)n(CC(C)C)c(=O)[nH]c1=O | 1 | 4% | 1 | -3% | -3% | -3% | 0% | 0.1% | -21%
O=C(O)CC1SC(=Nc2ccccc2)N(c2ccccc2)C1=O (configuration not stated) | 1 | 2% | -3 | 6% | 1% | 0% | 6% | -0.3% | 0%
Cc1cccc(C)c1NC(=O)CCSc1nc(-c2ccc3c(c2)OCO3)cc(C(F)(F)F)n1 | 3 | -21% | -1 | 7% | -1% | 0% | 65%[activator] | ? | -4%
COc1cc(NC(=O)COC(=O)/C=C/c2ccc(OC)c(OC)c2)cc(OC)c1 | -3 | -6% | 5 | 1% | -2% | 0% | 12% | 1.5% | -1%
CC1=C(C)NC(=S)SC1 | 2 | -24% | -6 | -2% | 1% | -1% | -3% | 3.9% | 2%
COCCCNC(=O)c1sc2nc(C)c(C(=O)Nc3ccc(C)cc3C)c(-c3ccc(Cl)cc3)c2c1N | -1 | ? | 9 | -1% | 0% | 0% | -9% | 5.3% | 5%
CCCc1nc2ccc(C)cn2c1Cc1ccccc1 | -11 | . | 2 | . | 1% | ? | . | . | .
COCCn1c(SC2CCOC2=O)nc2ccccc2c1=O (configuration not stated) | 3 | -10% | -4 | -4% | -3% | -3% | 12% | 6.4% | 2%
Further records
SMILES | PI4K2A inh | USP1 inh | LDHA block | IDH1 R132H inh | Glioma ERSR ind | Vif-APOBEC3G blk | TrxR1 substrate | RXFP1 agonist | Vif-APOBEC3F blk
O=C(Cc1ccccc1)NNC(=S)NC(=O)c1cccnc1 | 3 | -22% | -2 | 9% | -3% | -4% | -2% | 1.9% | 1%
C[C@]12CC[C@@H]3c4ccc(O[C@@H]5O[C@H](C(=O)O)[C@@H](O)[C@H](O)[C@H]5O)cc4CC[C@H]3[C@@H]1C[C@@H](O)[C@@H]2O | -10 | 4% | -6 | 9% | -3% | -4% | -3% | 0.0% | -2%
O=[N+]([O-])c1cccc(N/N=C/c2cccc(O)c2O)c1 | -8 | -8% | 29 | 20% | 3% | -2% | 6%[57.1 µM] | 1.9% | 6%
NC(=O)C1(N2CCCCC2)CCN(CC(=O)Nc2ccc(Oc3ccccc3)cc2)CC1 | 2 | -14% | 2 | -4% | -2% | 3% | 0% | 1.1% | -8%
Cc1sc(NC(=S)NC(=O)c2ccccc2)c(C#N)c1C | -2 | -12% | -8 | 15% | 7% | 4% | -9% | . | -8%
CCN(CC)S(=O)(=O)c1ccc(C(=O)Nc2ccc(OCC(=O)N3CCOCC3)cc2)cc1 | 2 | -4% | -4 | 0% | -2% | 7% | 11%[57.1 µM] | -0.2% | 5%
O=C(CN1CCN(c2ccc(Cl)cc2)CC1)Nc1ccc(Cl)c(C(F)(F)F)c1 | 4 | -21% | 3 | 8% | -2% | 4% | 3%[57.1 µM] | 7.2% | 1%
O=C(CCN1CCN2CCCC2C1)N1c2ccccc2Sc2ccc(Cl)cc21 (configuration not stated) | -9 | -1% | -4 | 7% | -1%&-1% | 0% | 6% | 3.5% | -3%
FC(F)(F)c1ccccc1Cc1c(-c2ccc(Cl)cc2)nc2ccc(Br)cn12 | -2 | . | 4 | . | 3% | -17% | . | . | .
O=C(c1ccc(Br)cc1)N1CCC(C(=O)N2CCN(c3ccccc3)CC2)CC1 | -1 | -8% | -10 | 0% | 2% | 1% | 0% | 3.5% | -13%
CCN(CC(=O)Nc1ccccc1C(F)(F)F)C(=O)Cc1cccs1 | 0 | -23% | 1 | -3% | -3% | 0% | 4% | 0.9% | 1%
CCOC(=O)c1c(CN(C)C)n(-c2ccccc2)c2cc(Br)c(OC)cc12 | -2 | -11% | 4 | 7% | -4% | -4% | -8% | -0.1% | -8%
Cc1cc2c(cc1C)CSC(c1ccc3ccccc3c1O)SC2 | 0 | -18% | 2 | -4% | -6% | -5% | -1% | 1.1% | -4%
Cc1ccccc1CS(=O)(=O)Cc1ccc(C(=O)NCc2ccccn2)o1 | 14 | -2% | 0 | 16% | -1% | 1% | -3% | 1.7% | -5%
Cn1nc(Cc2cccc3ccccc23)c(C#N)c1N | 8 | . | 0 | . | -5% | 0% | 0% | . | -1%
O=C1NC2(CCCCC2)N=C1c1ccc(F)cc1 | -2 | -14% | 0 | 7% | -4% | -1% | -6% | 1.6% | 1%
CCCCC(CC)CN=C(N)NC(N)=NCCCCCCN=C(N)NC(N)=NCC(CC)CCCC (configuration not stated) | -8&-2 | 32µM* | 6 | ? | -12%&-13% | -6% | -10% | -0.2% | -8%

These rows are one share of the data; count on the stated rates, not on these rows.
